Screening results from PubChem BioAssay.
ABCB6 inh 2: inhibitors of human ABC transporter ABCB6; Q9NP58; 0.19% of 360,000 active; fluorescence ratio to DMSO, % at 10 µM; K562-ABCB6 porphyrin accumulation, flow cytometry, 1 h; stronger effect = lower value;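 active = fluorescence ratio to DMSO below 75%, the collection mean minus 3 SD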;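 note: signal is porphyrin accumulated inside mitochondria; 100% equals median channel fluorescence of DMSO control wells; lower ratio means ABCB6 inhibition with less porphyrin fluorescence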
Target sequence (Q9NP58 whole entry, looked up): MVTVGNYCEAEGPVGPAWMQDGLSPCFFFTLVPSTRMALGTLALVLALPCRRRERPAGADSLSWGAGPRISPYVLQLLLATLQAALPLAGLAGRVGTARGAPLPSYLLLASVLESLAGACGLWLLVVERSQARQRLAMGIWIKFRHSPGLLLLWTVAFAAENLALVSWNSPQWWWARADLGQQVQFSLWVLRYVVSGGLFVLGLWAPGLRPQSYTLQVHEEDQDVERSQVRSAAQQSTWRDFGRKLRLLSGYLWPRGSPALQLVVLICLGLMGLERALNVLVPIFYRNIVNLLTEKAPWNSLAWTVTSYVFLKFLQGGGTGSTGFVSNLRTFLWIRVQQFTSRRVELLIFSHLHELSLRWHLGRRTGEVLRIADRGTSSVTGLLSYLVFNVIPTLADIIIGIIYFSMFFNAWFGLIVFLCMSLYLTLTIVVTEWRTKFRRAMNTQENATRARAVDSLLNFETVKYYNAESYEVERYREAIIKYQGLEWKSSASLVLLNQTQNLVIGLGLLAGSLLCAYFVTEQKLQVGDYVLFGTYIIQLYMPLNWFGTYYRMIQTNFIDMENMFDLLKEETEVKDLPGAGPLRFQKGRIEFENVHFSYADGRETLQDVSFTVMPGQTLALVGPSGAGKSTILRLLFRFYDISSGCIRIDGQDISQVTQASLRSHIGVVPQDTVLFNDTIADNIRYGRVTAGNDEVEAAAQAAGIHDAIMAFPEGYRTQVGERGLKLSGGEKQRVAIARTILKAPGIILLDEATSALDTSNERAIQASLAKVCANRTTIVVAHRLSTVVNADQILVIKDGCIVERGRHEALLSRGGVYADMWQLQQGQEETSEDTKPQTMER
ABHD5 PLIN5 PPI: blocks binding of human ABHD5 to perilipin-5 | Split G. princeps luciferase complementation, luminescence, 4 h | inhibition, % at 4 µM | 0.78% of 360,000 active | AID 602281;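 active = inhibition above the mean inhibition across every tested compound plus 3 SD, cut at about 22% in these data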;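 note: 0% = DMSO only wells and the 100% control is not disclosed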
iPSC survival up: enhancers of human iPSC single-cell survival. hiPSC single-cell survival, ATPlite luminescence; 100% = ROCK inhibitor wells, 0% = DMSO. survival enhancement, % at 20 µM. 0.044% of 360,000 active. AID 602274; in the data active = survival enhancement above about 18%;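 note: cells exposed to compounds for 16 hours before the ATP read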
m5-HT2A agonist: activates the mouse 5-HT2A serotonin receptor. P35363. CHO-K1 mHTR2A beta-arrestin complementation, luminescence; percent of 30 µM serotonin response. 0.66% of 360,000 active. activation, % at 7.6 µM;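 active = activation above a run cutoff, the mean activation of all tested compounds plus 3 SD, cut at about 14% in these data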;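 note: 0% = plate median of compound wells and 100% = 30 µM serotonin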
aDG glyco up: increases alpha dystroglycan glycosylation; Pro5-aDG cells, alpha-DG glycosylation AlphaScreen (IIH6); 0% Pro5, 100% B10-LARGE cell signal; activation, % at 10 µM; 0.22% of 360,000 active;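 active = activation of at least 8% versus controls, or a plate z-score of at least 8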;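 note: Pro5 are CHO cells carrying HIG-tagged alpha-DG that lacks glycosylation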
Cardio protect: modulators protecting cardiomyocytes from myocardial damage. H9c2 cardiomyocytes, H2O2 injury protection, ATPLite, 2 h. protection from H2O2 cell death, % at 20 µM. 0.63% of 360,000 active. AID 588492;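 active = compounds giving at least 50% protection of heart cells from peroxide-induced death in the single-dose screen, raw or plate-pattern-corrected value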;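 note: 0% = DMSO wells with peroxide and 100% = DMSO wells without peroxide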
MC4R ag barr: human MC4R agonism via beta-arrestin; U2OS MC4R beta-arrestin complementation, luminescence; percent of melanotan II response, DMSO zero; activation, % at 8.9 µM; 0.98% of 360,000 active; AID 540308;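 active = activation above a per-plate cutoff, the mean activation of sample wells on that plate plus 3 SD, cut at about 8% in these data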
Exocytosis inh: blocks lytic granule exocytosis. inhibition, % at 10 µM. 0.66% of 360,000 active. TALL-104 LAMP-1 surface exposure, flow cytometry; cells stimulated with thapsigargin and PMA;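 active = inhibition above about 55%, limit read from the data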
Glyco luc inh: N-linked glycosylation inhibition | D54 ERlucT glycosylation luciferase reporter, 24 h; percent of 100 nM tunicamycin response | reporter increase, % at 12.5 µM | 0.23% of 360,000 active;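 active = mean luciferase reporter signal, scaled so untreated is 0 and the glycosylation-blocking control 100, at or above a set limit in every replicate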;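 note: luciferase carries N-glycosylation sites so blocking glycosylation raises the light; 0% = median of neutral control wells and 100% = median of 100 nM tunicamycin wells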
MC4R antag cAMP: human MC4R antagonism in cAMP assay; 0.48% of 360,000 active; inhibition, % at 6.5 µM; MC4R-expressing cells, MTII-stimulated cAMP, LANCE TR-FRET;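 active = inhibition above its plate's cutoff, the mean of tested wells on that plate plus 3 SD, cut at about 29% in these data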;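 note: 0% = Melanotan II alone and 100% = Melanotan II plus saturating MCL0020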
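Material: U2OS-MC4R stable cell line | Reagent: Melanotan II challenge after compound preincubation | Doses: One concentration, 6.5 µM nominal | Incubation: 30-min compound preincubation, 1-h Melanotan II challenge, 1-h detection, room temperature | Signal: TR-FRET cAMP assay | Replicates: One well per compound, no replicates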
* marks the source's active call; other numbers are inactive results; x = no result given.

SMILES	ABCB6 inh 2	ABHD5 PLIN5 PPI	iPSC survival up	m5-HT2A agonist	aDG glyco up	Cardio protect	MC4R ag barr	Exocytosis inh	Glyco luc inh	MC4R antag cAMP
O=C(NCc1ccco1)C1CC(=O)N(c2ccc(Cl)cc2)C1 (stereo not drawn)	101	5	0.3	3	0.0	-9	2.7	1	1	-1
CCN(CC)c1ncnc2c1sc1nc(C)cc(C)c12	104	-3	-2.1	-3	0.2	19	-0.8	2	-5	-15
O=C(COC(=O)c1ccco1)c1ccc(S(=O)(=O)N2CCCCC2)cc1	98	-4	0.0	-3	0.0	1	-4.0	-15	0	5
Cc1nc2ncnn2c(C)c1CCC(=O)NCCc1ccccc1	90	-3	4.9	4	0.6	-5	2.2	5	1	-3
C[C@@H]1CCCCO[C@@H](CN(C)S(=O)(=O)c2ccccc2)[C@@H](C)CN([C@H](C)CO)C(=O)c2cc(N(C)C)ccc2O1	98	-1	1.7	-3	0.3	-1	-0.2	12	1	13
CN(C)c1ccc(P(=O)(COc2ccc([N+](=O)[O-])cc2)c2ccc(N(C)C)cc2)cc1	92	12	-0.4	6	0.5	-9	0.1	6	-1	10
COc1cc(C#Cc2ccc3cc(CCO)oc(=O)c3c2)cc(OC)c1	85	12	-1.4	17*	0.5	-20	0.4	5	0	-12
C=CCSc1nnc(NC(=O)CCN2C(=O)C3CC=CCC3C2=O)s1 (stereo not drawn)	87	11	0.9	-5	-0.1	-13	-0.1	7	1	3
CC1(C)CC2CC(C)(CN2C(=S)Nc2ccccc2)C1 (stereo not drawn)	99	-2	0.9	-1	0.2	4	-3.6	-1	-1	8
COCCCNS(=O)(=O)c1ccc(Cl)c(C(F)(F)F)c1	100	-3	0.1	-2	0.0	0	-2.2	1	-2	12
CC(C)CC(NC(=O)C1CCC(C)CC1)C(=O)NCc1ccco1 (stereo not drawn)	97	-4	-0.7	-3	0.3	-7	-1.7	-2	2	5
Cc1ccc(S(=O)(=O)NN2Cc3ccccc3C2=N)cc1	98	-6	1.1	-1	0.1	-4	-1.4	0	1	19
Cc1oc(-c2cccs2)nc1CNC[C@H]1O[C@@H](n2cnc(C(N)=O)n2)[C@H](O)[C@@H]1O	101	11	1.1	5	0.0	10	1.5	2	1	3
CC(C)OC(=O)c1cc(NC(=O)C2C3C=CC(O3)C2C(=O)O)cc(C(=O)OC(C)C)c1 (stereo not drawn)	98	0	-0.2	9	-0.1	4	1.5	-1	-2	0
COc1ccccc1C(=O)NC(=S)Nc1ccc(S(=O)(=O)N2CCN(C)CC2)cc1	91	5	-1.7	-8	0.0	3	-0.2	-3	1	3
CC(C)C[C@H]1CN(CCCC[C@@H]2CNC(=O)C(=O)N2CC2CCCCC2)C(=O)C(=O)N1CCc1ccc(O)cc1	95	2	0.6	-3	-0.2	x	x	-10	x	x
Cc1c(N2C(=O)c3ccc(F)cc3C2=O)c(=O)n(-c2ccccc2)n1C	109	-2	2.3	-2	0.4	2	0.3	-2	3	1
CC(C)N1CCN(Cc2ccc(C#CC(C)(C)O)cc2)CC1CCO (stereo not drawn)	106	-5	-0.1	3	-0.2	2	-1.0	-1	1	-3
COC(=O)C(NC(=O)CCc1c(C)nc2ncnn2c1C)C(C)C (stereo not drawn)	108	3	1.1	0	0.1	11	-1.4	-1	x	5
Cc1sc2nc[nH]c(=O)c2c1-c1ccc(Cl)cc1	95	-3	-0.1	-2	0.0	-2	-1.8	-6	2	0

Compound profiles, as listed above. Values in the order: ABCB6 inh 2, ABHD5 PLIN5 PPI, iPSC survival up, m5-HT2A agonist, aDG glyco up, Cardio protect, MC4R ag barr, Exocytosis inh, Glyco luc inh, MC4R antag cAMP
CC(C)N1CCN(Cc2ccc(C#CC(C)(C)O)cc2)CC1CCO (stereo not drawn) is listed with 106, -5, -0.1, 3, -0.2, 2, -1.0, -1, 1, -3
COc1cc(C#Cc2ccc3cc(CCO)oc(=O)c3c2)cc(OC)c1 is listed with 85, 12, -1.4, 17*, 0.5, -20, 0.4, 5, 0, -12
Cc1c(N2C(=O)c3ccc(F)cc3C2=O)c(=O)n(-c2ccccc2)n1C is listed with 109, -2, 2.3, -2, 0.4, 2, 0.3, -2, 3, 1
CC(C)CC(NC(=O)C1CCC(C)CC1)C(=O)NCc1ccco1 (stereo not drawn) is listed with 97, -4, -0.7, -3, 0.3, -7, -1.7, -2, 2, 5

Later entries:
SMILES	ABCB6 inh 2	ABHD5 PLIN5 PPI	iPSC survival up	m5-HT2A agonist	aDG glyco up	Cardio protect	MC4R ag barr	Exocytosis inh	Glyco luc inh	MC4R antag cAMP
CC1CCN(CCOCCOc2ccc(Br)cc2Cl)CC1	99	10	-0.7	-3	2.3	12	0.5	4	0	1
CC(=O)Nc1ccc(NC(=O)C(C)OC(=O)C2(c3ccccc3F)CCCC2)cc1 (stereo not drawn)	96	5	-1.9	1	0.0	3	-0.5	0	-6	23
COc1nc2ccccc2nc1OC	97	-1	-0.5	0	-0.3	0	-0.3	-6	2	-10
O=C(Cc1ccccc1Cl)Nc1cc(S(=O)(=O)N2CCOCC2)ccc1N1CCOCC1	96	8	0.5	9	-0.3	6	-1.3	-4	0	-2
Cc1nnc(NC(=O)c2cccc(S(=O)(=O)N3CCCC3)c2)s1	96	-9	-0.3	2	0.0	11	-0.5	-8	0	-2
CN(C)c1cc[n+](CC(=O)Nc2ccccc2C(F)(F)F)cc1	103	-1	0.6	3	0.0	8	-0.1	-10	0	18
CNC(=O)Nc1ccc2snnc2c1	102	2	2.8	-7	0.1	5	-0.2	12	3	8
COc1ccccc1NC(=O)Cn1cc(C(=O)C2CC2)c2ccccc21	105	0	-0.4	3	0.1	3	-0.7	0	-1	3
O=C(O)CCCNC(=O)c1cccc(C(=O)NCCCC(=O)O)n1	96	4	2.4	0	0.1	1	-1.2	-4	1	1
CCN(C(=O)COC(=O)c1oc2ccc(OC)cc2c1C)C1CCS(=O)(=O)C1 (stereo not drawn)	95	-8	0.3	0	-0.1	4	-2.4	-3	-1	-4
NC(=O)c1ncn([C@@H]2O[C@H](CNCc3ccc(-c4cc(C(F)(F)F)ccc4Cl)o3)[C@@H](O)[C@H]2O)n1	99	2	-1.4	3	-0.2	-10	2.3	-1	1	8
O=C(NCC1CCCO1)c1cncc(Br)c1 (stereo not drawn)	97	-3	-0.4	-4	-0.2	-1	-1.6	-8	-3	4
CCOc1ccc(OCc2ccc(C(=O)N3CCCCC3)o2)cc1	96	2	1.6	-3	0.2	-7	-2.6	-13	3	8
COc1ccccc1N1CCN(C2CCCN(C(=O)CC(F)(F)F)C2)CC1 (stereo not drawn)	95	-2	0.2	-4	0.1	2	-2.7	-4	5	0
COc1ccc(OCCN2CCC(C(=O)NC(c3ccsc3)c3ccccc3C)CC2)cc1 (stereo not drawn)	104	0	2.2	-8	0.0	17	-0.9	-1	1	-1
Cc1ccc(C(C)C)cc2c(C)ccc1-2	98	-3	10	1	-0.2	2	-0.7	-1	0	0
O=C1C=C(OCc2ccccc2)CN1	106	-3	0.3	4	0.1	0	2.3	-3	2	6
CCOC(=O)N1CCN(Cc2nc3c(c(=O)[nH]c(=O)n3C)n2CCCc2ccccc2)CC1	104	2	-0.2	9	0.3	-2	-1.1	4	4	16
O=C(O)CSc1nnc(Cc2ccccc2)n1Cc1ccccc1	101	-2	4.8	0	0.2	0	-0.4	-4	2	15
CCOc1ccc(S(=O)(=O)Nc2ccc(C(=O)N/N=C(\C)c3ccc(-n4ccnc4)cc3)cc2)cc1	88	-6	-1.5	-6	0.0	0	-0.3	-2	-2	4
CCOCCn1c(N2CCCC2)nc2c1c(=O)[nH]c(=O)n2C	94	5	0.0	9	0.0	4	-1.4	-1	3	5
CCOC(=O)c1ccc(NC(=O)C(C)Sc2nc(O)c(-c3ccccc3)c(=O)[nH]2)cc1 (stereo not drawn)	100	4	1.9	-3	0.0	-1	-0.6	-2	2	-6
COc1ccc(S(=O)(=O)N(C)C2CCS(=O)(=O)C2)cc1OC (stereo not drawn)	102	4	2.9	2	0.0	-1	1.5	4	1	-2
N#CCCN(C(=O)COC(=O)Cc1c[nH]c2ccccc12)c1ccccc1	98	-1	0.2	2	0.2	0	-1.5	-2	0	-2
CC(C)(C)NC(=O)C(OC(=O)c1cccs1)c1ccc(C#N)cc1 (stereo not drawn)	100	4	0.4	-1	0.0	-4	0.9	0	3	19
Fc1ccc(COc2ccc(Br)cc2CNCc2ccncc2)cc1	93	4	-2.9	-6	0.6	-10	1.9	1	-2	2
COc1ccc(CCNC(=O)Cc2cccs2)cc1	103	11	1.1	0	-0.1	6	3.5	-4	4	-1
O=c1cc(CN2CCOCC2)c2c(ccc3ccccc32)o1	102	1	5.6	1	0.1	12	-1.7	-4	4	-11
CC1CCCC(C)N1C(=O)CSc1ncccn1 (stereo not drawn)	99	-2	-0.6	-2	-0.2	0	-2.3	5	-1	12
COc1ccc(C(O)c2ncc(C(F)(F)F)cc2Cl)cc1 (stereo not drawn)	93	-2	0.6	0	0.0	1	-1.0	0	1	5
CCN(C(=O)COC(=O)c1cc(-c2ccccc2)nc2ccc(Br)cc12)C1CCS(=O)(=O)C1 (stereo not drawn)	97	7	-0.4	4	-0.1	-21	-0.5	-3	-1	1
Cc1[nH][nH]c(=O)c1C(c1ccc(-c2ccc(Cl)cc2)o1)c1c(C)[nH][nH]c1=O	104	-28	-1.8	0	0.0	-7	-3.3	-2	20	7
OCC1(Cc2ccccc2)CCCN(Cc2ccc3c(c2)OCCO3)C1 (stereo not drawn)	102	-1	-0.5	2	0.0	4	-1.9	-2	2	8
O=C(C[C@H]1C[C@@H]2c3cc(NC(=O)Nc4ccccc4F)ccc3O[C@@H]2[C@H](CO)O1)NCc1ccccn1	101	-4	-0.5	2	-0.2	-5	0.5	-3	2	-2
O=C(CO/N=C\c1ccccc1)Nc1ccccc1C(=O)N1CCOCC1	94	0	-0.3	-4	0.4	-1	-1.9	-3	3	10
COc1cccc(NC(=O)Cn2nnc(C(=O)Nc3ccccc3)c2N)c1	104	-3	0.9	1	-0.2	-3	-0.3	3	-1	20
CCOC(=O)c1ccccc1NC(=O)COC(=O)CSC(C)C(=O)Nc1cc(C)on1 (stereo not drawn)	97	3	0.0	-7	0.0	9	-2.1	-1	2	18
Cc1nn(C(C)C(=O)c2cccc(Cl)c2)c(C)c1[N+](=O)[O-] (stereo not drawn)	98	-1	1.2	5	-0.2	0	-2.2	-1	-1	6
Cc1cc(C(=O)Nc2sc3c(c2C#N)CCC3)no1	100	-6	-1.2	3	0.2	-12	-1.4	0	3	-1
NC(=O)C1CCCN(C(=O)CCC(=O)c2cccs2)C1 (stereo not drawn)	101	8	-2.2	1	0.1	-2	-1.8	18	2	1
COc1ccccc1C(=O)NNC(=O)CN(C)S(=O)(=O)c1ccc(Cl)cc1	97	-11	-0.8	-7	0.0	-3	0.3	-2	0	-1
CCc1nnc(SCC(=O)Nc2ccc(C(C)=O)cc2)nc1CC	100	1	0.4	1	-0.3	0	-2.1	-3	2	-5
CCc1nnc(/N=C/c2c(O)n(-c3ccc(Cl)cn3)c(=O)c3ccccc23)s1	96	12	-0.8	6	0.1	-6	2.2	3	1	2
